Compound activity: PubChem BioAssay, several laboratories
PLCb3 inh: human PLC-beta3 inhibitors, primary screen, biochemical, fluorescence; 1-phosphatidylinositol 4,5-bisphosphate phosphodiesterase beta-3 (Homo sapiens), Q01970; Purified PLC-beta3, fluorogenic substrate; inhibition, % at 12.2 µM; 370,000 compounds, 0.18% hits; AID 720704, 2013; in the data active = inhibition above about 11%;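 also: 0% = median of compound wells on plate and 100% = full blocker control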
ssDAF-12 act: S. stercoralis DAF-12 nuclear receptor activators, primary screen, cell-based, luminescence, HEK293, GRIP1 co-expression, lit1-tk-luc | HEK293 ssDAF-12/GRIP1 lit1-tk-luc reporter; % of 3 µM dafachronic acid response | activation, % at 6.8 µM | 370,000 compounds, 1% hits | Nuclear hormone receptor DAF-12 (Strongyloides stercoralis);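 active = activation above the mean over all tested compounds plus 3 SD, cut at about 0.9% in these data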;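 also: 0% = DMSO-only wells and 100% = 3 µM delta7-dafachronic acid wells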
GAA850 FXN act: FXN promoter activators, primary screen, cell-based, luciferase luminescence, HEK293 lucGAA850; HEK293 lucGAA850 FXN promoter luciferase reporter, 24 h; percent of 10 µM SAHA response; activation, % at 6 µM; 360,000 compounds, 0.56% hits; AID 540364, 2011;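 active = activation above the average of all compounds screened plus 3 SD, cutoff fixed separately per campaign, cut at about 7.5% in these data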;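 also: 0% = DMSO wells and 100% = 10 µM SAHA wells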
DAX1 inh-1: DAX1 (NR0B1) inhibitors, primary screen, cell-based, HEK293, Gal4-DAX1, luciferase luminescence; AID 504766, 2011; Nuclear receptor subfamily 0 group B member 1 (Homo sapiens), P51843; 340,000 compounds, 0.99% hits; HEK293 Gal4-DAX1 luciferase reporter; inhibition, % at 6.75 µM;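 active = inhibition above the mean over all tested compounds plus 3 SD, cut at about 4.2% in these data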;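 also: 0% = DAX1-transfected cells with DMSO and 100% = empty-vector control cells with DMSO; inhibition shows as a rise in luminescence from relieved DAX1 repression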
hgDAF12 agonist: H. glycines DAF-12 receptor agonists, primary screen, cell-based, luminescence, HEK293, GAL4 fusion, UAS-luciferase | activation, % at 6.8 µM | HEK293 GAL4-hgDAF12 UAS-luciferase reporter, agonist luminescence; normalized to butyrate control | 370,000 compounds, 1.8% hits | Nuclear hormone receptor DAF-12 (Heterodera glycines), GAL4 fusion | AID 687014, 2013;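 active = activation above a cutoff set at the mean of all screened compounds plus 3 SD, cut at about 10% in these data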;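 also: 0% = DMSO wells and 100% = sodium butyrate wells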
hcDAF-12 act: H. contortus DAF-12 nuclear receptor activators, primary screen, cell-based, luminescence, HEK293, lit1-tk-luc reporter; HEK293 hcDAF-12 lit1-tk-luc reporter; 0% DMSO, 100% Δ7-dafachronic acid; 370,000 compounds, 1.4% hits; activation, % at 6.8 µM;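 active = activation above the mean of all tested compounds plus 3 SD, cut at about 5.5% in these data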;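 also: 100% = response to 3 µM Δ7-dafachronic acid high control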
SMARCA2 activ: SMARCA2 (BRM) function activators, primary screen, cell-based, luminescence, high throughput; MG213 cells, MMTV-luciferase reporter, dexamethasone, overnight; AID 652017, 2013; activation, % at 9.1 µM; 370,000 compounds, 1% hits; in the data active = activation above about 7.8%;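 also: 0% = vehicle wells and 100% = reference activator wells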
PG9 binder: binders of HIV-1 gp120 antibody PG9, primary screen, biochemical, TR-FRET; AID 624416, 2012; inhibition, % at 6.7 µM; 360,000 compounds, 0.43% hits; HIV-1 gp120 / PG9 antibody interaction; TR-FRET gp120-PG9 antibody binding; in the data active = inhibition above about 8.5%
Rev-erbA mod: modulators of Rev-erb alpha DNA binding, primary screen, biochemical, FITC-DNA, fluorescence polarization, uHTS. Rev-erbα–FITC-DNA binding, 90 min. 370,000 compounds, 0.79% hits. activity, % at 10 µM. Nuclear receptor subfamily 1 group D member 1 (Homo sapiens), P20393;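 active = activity above about 14%, limit read from the data; passing the limit was not always enough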;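 also: 0% = DMSO wells with 35 nM protein and 100% = DMSO wells with 750 nM protein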
Target sequence (P20393 whole entry, looked up): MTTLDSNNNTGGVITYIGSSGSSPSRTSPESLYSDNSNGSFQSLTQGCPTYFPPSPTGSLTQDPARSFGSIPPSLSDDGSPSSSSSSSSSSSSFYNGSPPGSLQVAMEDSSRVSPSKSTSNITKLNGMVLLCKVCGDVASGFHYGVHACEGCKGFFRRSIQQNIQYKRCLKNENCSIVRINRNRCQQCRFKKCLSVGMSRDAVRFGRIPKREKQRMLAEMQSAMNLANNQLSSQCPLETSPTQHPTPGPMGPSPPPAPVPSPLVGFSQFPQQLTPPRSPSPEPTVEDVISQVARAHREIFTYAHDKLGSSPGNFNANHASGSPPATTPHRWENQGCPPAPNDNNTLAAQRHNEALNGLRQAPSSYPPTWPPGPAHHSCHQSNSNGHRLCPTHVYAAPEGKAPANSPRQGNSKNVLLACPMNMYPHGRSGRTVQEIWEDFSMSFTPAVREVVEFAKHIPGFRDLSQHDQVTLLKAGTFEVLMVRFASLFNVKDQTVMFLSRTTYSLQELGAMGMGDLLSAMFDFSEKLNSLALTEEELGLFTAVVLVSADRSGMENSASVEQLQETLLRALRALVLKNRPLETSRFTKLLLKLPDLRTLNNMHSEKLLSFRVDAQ
sPLA2-III inh: human group III sPLA2 inhibitors, primary screen, biochemical, QFRET, BODIPY PC-A2 liposome substrate. Group 3 secretory phospholipase A2 (Homo sapiens), Q9NZ20. AID 743126, 2013. QFRET BODIPY PC-A2 liposome hydrolysis, fluorescence. inhibition, % at 12.2 µM. 370,000 compounds, 0.56% hits;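 active = inhibition above mean plus 3 SD of compounds lying within the high and low control bounds, cut at about 19% in these data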;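 also: 0% = median of test compound wells and 100% = no enzyme DMSO wells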
Target sequence (Q9NZ20 whole entry, looked up): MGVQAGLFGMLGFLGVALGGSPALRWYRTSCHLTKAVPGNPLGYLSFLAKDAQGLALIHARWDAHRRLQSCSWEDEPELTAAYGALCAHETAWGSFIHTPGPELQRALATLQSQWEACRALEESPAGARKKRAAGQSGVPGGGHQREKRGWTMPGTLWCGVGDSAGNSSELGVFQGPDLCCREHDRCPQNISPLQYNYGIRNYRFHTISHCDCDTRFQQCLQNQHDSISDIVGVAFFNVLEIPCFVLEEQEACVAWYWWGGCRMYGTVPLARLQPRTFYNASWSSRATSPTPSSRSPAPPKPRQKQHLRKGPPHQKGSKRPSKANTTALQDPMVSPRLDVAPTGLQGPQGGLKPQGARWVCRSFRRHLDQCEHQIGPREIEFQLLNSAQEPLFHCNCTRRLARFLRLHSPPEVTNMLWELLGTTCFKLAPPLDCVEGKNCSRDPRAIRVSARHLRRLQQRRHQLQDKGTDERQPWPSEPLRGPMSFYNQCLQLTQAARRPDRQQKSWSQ
DAX1 inh-2: DAX1 (NR0B1) inhibitors on StAR promoter, primary screen, cell-based, luminescence, SF-1 (NR5A1), full-length DAX-1. HEK293T StAR-luciferase reporter, SF-1/DAX-1 repression relief. inhibition, % at 6.8 µM. 370,000 compounds, 1.1% hits. AID 652010, 2013;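 active = inhibition above the mean over all tested compounds plus 3 SD, cut at about 3.6% in these data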;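 also: 0% = DAX-1 cells with DMSO and 100% = cells lacking DAX-1 with DMSO; higher inhibition means more luminescence from relief of DAX-1 repression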
The depositor's hits bear a star; nt = no result given.

no.	smiles	hcDAF-12 act	Rev-erbA mod	ssDAF-12 act	DAX1 inh-2	GAA850 FXN act	sPLA2-III inh	PLCb3 inh	DAX1 inh-1	SMARCA2 activ	hgDAF12 agonist	PG9 binder
1	CCn1c(=O)c([N+](=O)[O-])c(NCCCn2ccnc2)c2ccccc21	1.5	-1	-1.8	0.4	0.1	0	-4	2.1	8	0.0	-3.5
2	Cc1ccc(CNS(=O)(=O)c2ccc3c(c2)OCCO3)cc1	-1.7	3	-0.7	-0.1	-3.8	10	-3	-0.5	-1	-2.8	0.2
3	Cc1ccc(NC(=O)c2ccco2)cc1NC(=O)CSc1nnc(-c2cccs2)n1C	-1.6	-4	-2.0	0.0	-1.4	2	1	-1.4	-1	-0.1	0.8
4	O=C(N/N=C/c1ccccn1)c1cc(Br)ccc1O	-1.1	-6	-0.5	0.2	0.6	1	-37	1.8	3	2.6	-1.2
5	CCc1ccccc1NC(=O)c1ccc(S(=O)(=O)N2CCCC2)cc1	-1.8	6	-1.7	0.0	1.9	-4	-8	-0.8	-3	-0.6	-1.0
6	Cc1ccc(NC(=O)c2cc3c(s2)CCC3)cc1S(=O)(=O)N1CCOCC1	-1.7	-2	-1.3	-0.6	-2.6	-5	-2	-1.9	-3	-2.4	-0.7
7	CCN(CC)c1ccc(/C=N/n2c(C)cc(C)cc2=O)cc1	-1.7	0	-1.8	-0.8	-2.9	5	2	-0.1	2	0.5	-0.3
8	Cc1ccc(S(=O)(=O)N2CCN(C(=O)COC(=O)c3ccc(Cl)nc3)CC2)c(C)c1	-0.2	5	-1.0	-0.9	-0.7	3	-6	0.9	-3	0.3	-0.6
9	O=C1C(Cl)=C(NCCCN2CCOCC2)C(=O)N1CCc1ccccc1	0.2	2	-1.3	0.4	1.3	-2	-25	-0.4	-4	0.3	2.2
10	CCCCCn1c(=NC(=O)c2cccnc2)c(C#N)cc2c(=O)n3cccc(C)c3nc21	-0.9	-6	-1.6	0.6	0.1	20*	-133	1.2	-2	1.2	-0.5
11	CCCCCCN1CCS(=O)(=O)N(Cc2ccc(C)cc2)C(C(=O)OC)C1 (stereo not drawn)	-2.1	1	-1.5	-0.8	nt	-3	0	nt	-1	-3.7	nt
12	OC(c1ccc(Cl)c(F)c1)c1ncc(-c2cccc(F)c2)[nH]1 (stereo not drawn)	-1.2	-4	-1.6	0.1	-2.2	1	8	nt	-1	1.8	1.3
13	CC1=NN(C(=O)c2csc(C)c2C)C(O)(C(F)(F)F)C1 (stereo not drawn)	1.3	-2	-1.8	1.1	0.5	1	-1	-0.1	2	3.1	-0.7
14	CCOC(=O)C1CCN(S(=O)(=O)c2ccc3c(c2)CCN3C(C)=O)CC1	-0.5	5	-1.1	-1.0	-0.6	8	-4	-0.7	-2	-3.2	0.2
15	NC(=O)CSc1nc(-c2ccccc2)nc2ccccc12	-1.4	-4	-1.2	-0.2	-2.0	-3	1	1.4	-2	1.1	3.3
16	CC(=O)Nc1ccc2c(c1)Cc1c-2cc(Br)c(N)c1Br	2.0	-14	-0.7	-0.3	7.6*	-9	0	0.5	3	5.0	-1.6
17	O=C1CN(C(=O)c2ccc(F)cc2)c2ccccc2N1	0.9	-3	-1.0	-0.2	0.1	4	-5	0.5	0	2.4	0.3
18	Cc1ccc(S(=O)(=O)Nc2ccc(N3CCOCC3)cc2)cc1	0.2	0	-1.4	-0.3	1.9	1	5	0.1	2	-1.7	-1.4
19	COc1ccc(CN2CCN(Cc3c[nH]c4ccccc34)CC2CCO)cc1C (stereo not drawn)	1.3	0	-0.8	0.1	-1.0	-26	-3	-0.6	-2	0.9	-0.3
20	Oc1ccc(C2CNCc3sccc32)cc1O (stereo not drawn)	-2.2	5	1.0*	-0.2	1.5	-2	0	-0.5	-1	0.2	2.4
21	Cc1cccc(NC(=O)COc2cccc3c2CCN(C)C3=O)c1C	-1.4	-2	-2.2	-3.6	-3.5	2	-7	0.5	-2	1.6	-2.7
22	COc1ccc(-c2cnc(C(O)c3ccc(-c4ccccc4)cc3)[nH]2)cc1 (stereo not drawn)	-0.8	-2	-1.3	-0.3	-2.4	-17	-13	nt	1	-0.4	-1.1
23	CCc1ccc(Nc2ncc3c(n2)CC(C)CC3=O)cc1 (stereo not drawn)	1.2	2	-0.2	3.8*	5.8	4	-10	0.8	0	10.0	-1.9
24	c1ccc(-c2cnnc(SCc3cn4cccnc4n3)n2)cc1	-1.8	-3	-1.4	-0.3	2.3	5	-2	0.7	3	-1.4	0.8
25	c1cncc(CSc2nnc(-c3cccnc3)n2Cc2ccco2)c1	-1.8	-3	-1.1	1.7	nt	4	8	nt	-2	0.5	0.8
26	CCN(CC)CCSC(=O)C(c1ccccc1)c1ccccc1	-0.2	-3	-1.2	1.1	-0.5	0	0	nt	3	2.8	0.3
27	CC1(c2nnc(Cc3ccccc3)o2)CC(c2cccnc2)=NO1 (stereo not drawn)	-0.7	-1	-1.5	0.1	-1.4	4	-4	1.1	0	0.3	-1.1
28	C#CCOCCOCCOCCNc1nc(N2CCN(C(=O)[C@H]([C@@H](C)CC)n3cc(CCCCN)nn3)CC2)nc(N2CCN(C(=O)[C@H](C)n3cc(CCCN=C(N)N)nn3)CC2)n1	-0.2	1	-1.1	0.6	-1.6	2	1	0.5	0	0.8	0.6
29	CCCCOC(=O)N1CCOCCOCCN(C(=O)OCCCC)CCOCCOCC1	-1.8	-2	-1.5	-1.4	1.3	3	0	-0.5	-3	-2.0	0.1
30	CO/N=C/c1ccc(Sc2ccccc2N)c([N+](=O)[O-])c1	-1.1	2	-1.4	-0.2	3.0	1	-40	0.2	0	0.4	-1.5
31	O=[N+]([O-])c1cccc(-c2nnc(C34CC5CC(CC(C5)C3)C4)o2)c1	0.3	-9	-1.2	-0.2	0.5	11	0	-0.2	-2	-0.4	1.4
32	Cc1cccc(OCC(=O)NCCNC(=O)c2ccncc2)c1	-2.0	-1	-1.4	-0.4	-0.7	-1	-6	0.4	-1	0.4	-0.4
33	CC(C)(C)C1=CC(O)(c2ccccc2)C=C(C(C)(C)C)C1=O	-0.5	0	-1.5	0.2	-1.0	10	-1	0.8	-2	-1.7	-0.3
34	COC(=O)[C@]12C[C@H](CC(=O)NCc3cccc4ccccc34)C(=O)N(Cc3ccco3)C1=C[C@H](C(C)(C)C)O[C@@H]2C	-2.8	-4	-0.8	0.7	nt	-12	-2	nt	-4	-2.3	nt
35	CC1CCC2(CC1)NC(=O)N(NC(=O)c1ccc(OC(C)C)cc1)C2=O (stereo not drawn)	-0.6	-1	-1.1	1.1	-0.3	18	-2	-1.6	-4	-2.2	-1.1
36	C[C@H](NC(=O)c1cccc([N+](=O)[O-])c1)C(=O)OCC(=O)c1ccccc1Br	1.4	3	-0.7	-0.9	1.0	-6	1	0.2	0	0.4	1.2

Arranged by length of the SMILES (falling): part of the list above
no.	smiles	hcDAF-12 act	Rev-erbA mod	ssDAF-12 act	DAX1 inh-2	GAA850 FXN act	sPLA2-III inh	PLCb3 inh	DAX1 inh-1	SMARCA2 activ	hgDAF12 agonist	PG9 binder
34	COC(=O)[C@]12C[C@H](CC(=O)NCc3cccc4ccccc34)C(=O)N(Cc3ccco3)C1=C[C@H](C(C)(C)C)O[C@@H]2C	-2.8	-4	-0.8	0.7	nt	-12	-2	nt	-4	-2.3	nt
36	C[C@H](NC(=O)c1cccc([N+](=O)[O-])c1)C(=O)OCC(=O)c1ccccc1Br	1.4	3	-0.7	-0.9	1.0	-6	1	0.2	0	0.4	1.2
25	c1cncc(CSc2nnc(-c3cccnc3)n2Cc2ccco2)c1	-1.8	-3	-1.1	1.7	nt	4	8	nt	-2	0.5	0.8
32	Cc1cccc(OCC(=O)NCCNC(=O)c2ccncc2)c1	-2.0	-1	-1.4	-0.4	-0.7	-1	-6	0.4	-1	0.4	-0.4

Carrying on:
no.	smiles	hcDAF-12 act	Rev-erbA mod	ssDAF-12 act	DAX1 inh-2	GAA850 FXN act	sPLA2-III inh	PLCb3 inh	DAX1 inh-1	SMARCA2 activ	hgDAF12 agonist	PG9 binder
37	COC(=O)C1=C(C)N(C)C(=O)NC1c1cc(Cl)cc(Cl)c1OC (stereo not drawn)	-1.6	-2	-2.2	-0.9	-0.7	4	3	0.1	6	-3.6	-1.5
38	O=C(NC1CCCCC1)C(c1ccco1)N(C(=O)c1csnn1)c1cccc(F)c1 (stereo not drawn)	0.4	-3	-0.7	0.2	-0.8	-1	-3	1.9	4	-0.7	-1.9
39	COC(=O)C1=C(CN2CCc3ccccc32)NC(=O)NC1c1cc(C)ccc1C (stereo not drawn)	2.7	5	-0.8	-0.1	-1.7	-8	-3	1.0	1	1.1	-1.8
40	c1coc(-c2cc(C3CCNCC3)[nH]n2)c1	-0.7	-5	0.0	-0.3	0.2	-4	7	-0.1	1	-1.6	-1.4
41	COc1cc(CNCCCCO)ccc1OCc1ccccc1F	1.1	2	-0.6	1.2	1.6	-3	-1	-0.4	0	11*	-0.4
42	CC1(c2nnnn2-c2ccc3c(c2)OCCO3)CCC(=O)N1Cc1ccc(F)cc1 (stereo not drawn)	0.0	3	-1.2	-0.8	nt	-2	4	nt	-2	-4.7	-0.6
43	CC(NC(=O)c1cccs1)C(c1cccs1)N1CCN(Cc2ccccc2)CC1 (stereo not drawn)	-3.4	0	-1.2	-0.6	-14	-1	-4	0.1	-3	-2.9	-0.4
44	COc1ccc(N2CCN(C(=O)CCc3ccc(S(=O)(=O)NCC(C)C)cc3)CC2)cc1	-2.6	-6	-2.1	-2.2	0.5	0	2	-2.0	-2	0.5	-0.2
45	N#CCC(=O)N/N=C/c1ccccc1Cl	-1.7	-1	-1.1	-0.8	1.4	-20	-7	-0.5	-3	0.2	0.9
46	CC(C)c1nnc(SCC(=O)N2CCc3ccccc32)n1N	-1.4	-3	-1.6	-0.1	-0.5	6	-5	-1.1	-4	-1.7	1.2
47	Cc1ccc(NC(=O)CCSc2nnc3ccccn23)cc1	-2.1	5	-0.8	1.1	1.3	-6	-273	0.1	0	1.1	-1.9
48	CC(=O)Nc1nc2ccccc2[nH]1	-1.3	3	-0.1	-0.2	-1.2	-3	1	-0.1	-2	-0.7	2.2
